Screening results deposited in PubChem BioAssay by Broad Institute.
NSD2 inh = NSD2 (human) methyltransferase inhibition; NSD2-SET H3K36me1 DELFIA fluorescence, biochemical; inhibition, % at 12.5 µM; actives 0.07% (n = 44,000); in the data active = inhibition above about 54%, passing the limit was not always enough; inconclusive = no clear call, values can overlap the other calls;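 also: inhibitors reduce the monomethyl H3K36 fluorescence signal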
Target sequence (O96028 whole entry, looked up): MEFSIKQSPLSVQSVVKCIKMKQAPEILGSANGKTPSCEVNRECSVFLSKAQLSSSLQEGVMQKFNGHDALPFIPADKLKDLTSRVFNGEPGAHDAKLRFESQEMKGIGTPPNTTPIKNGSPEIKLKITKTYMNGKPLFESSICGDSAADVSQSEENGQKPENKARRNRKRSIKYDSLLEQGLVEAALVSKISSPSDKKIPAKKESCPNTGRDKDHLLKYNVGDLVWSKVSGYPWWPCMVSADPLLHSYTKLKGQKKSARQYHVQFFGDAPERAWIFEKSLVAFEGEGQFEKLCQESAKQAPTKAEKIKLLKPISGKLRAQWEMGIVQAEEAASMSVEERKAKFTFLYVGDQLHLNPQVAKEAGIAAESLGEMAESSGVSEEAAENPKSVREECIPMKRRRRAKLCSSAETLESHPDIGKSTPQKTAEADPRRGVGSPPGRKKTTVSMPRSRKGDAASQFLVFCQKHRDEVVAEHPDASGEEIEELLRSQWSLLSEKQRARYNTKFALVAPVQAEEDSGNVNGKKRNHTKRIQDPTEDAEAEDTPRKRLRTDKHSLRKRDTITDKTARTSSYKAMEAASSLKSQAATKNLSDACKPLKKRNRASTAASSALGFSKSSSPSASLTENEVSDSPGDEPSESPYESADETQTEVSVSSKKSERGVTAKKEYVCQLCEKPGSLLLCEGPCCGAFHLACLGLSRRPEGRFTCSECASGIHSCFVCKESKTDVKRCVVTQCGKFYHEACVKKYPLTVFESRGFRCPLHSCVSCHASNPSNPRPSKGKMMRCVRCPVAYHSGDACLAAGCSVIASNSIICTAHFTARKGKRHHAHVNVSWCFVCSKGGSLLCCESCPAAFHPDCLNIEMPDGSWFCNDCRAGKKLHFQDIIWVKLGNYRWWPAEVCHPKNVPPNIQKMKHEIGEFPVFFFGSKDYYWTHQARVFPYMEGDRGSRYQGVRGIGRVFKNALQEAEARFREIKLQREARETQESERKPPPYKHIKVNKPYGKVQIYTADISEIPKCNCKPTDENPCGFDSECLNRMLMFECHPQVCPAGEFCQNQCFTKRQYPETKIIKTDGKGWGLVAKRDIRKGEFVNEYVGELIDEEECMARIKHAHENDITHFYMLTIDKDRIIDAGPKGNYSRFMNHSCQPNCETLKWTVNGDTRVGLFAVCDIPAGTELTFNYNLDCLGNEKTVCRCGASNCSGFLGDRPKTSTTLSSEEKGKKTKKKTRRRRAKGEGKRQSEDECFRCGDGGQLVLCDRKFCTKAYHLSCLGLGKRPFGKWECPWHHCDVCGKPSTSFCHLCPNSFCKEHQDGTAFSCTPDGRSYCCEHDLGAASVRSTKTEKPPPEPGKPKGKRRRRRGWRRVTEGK
Starred values were filed as active, the others as inactive; ? = inconclusive. These rows are one share of the data; the hit share may differ from the screen's.

cpd	SMILES	NSD2 inh
1	Cc1ccc(S(=O)(=O)N(C)C[C@H]2Oc3cc(C#Cc4ccncc4)ccc3S(=O)(=O)N([C@@H](C)CO)C[C@H]2C)cc1	5
2	CN1CCN(C(=S)SCC(=O)Nc2nc(=O)c3ccccc3s2)CC1	-2
3	C[C@@H]1CN([C@H](C)CO)C(=O)c2cccc(N(C)C)c2O[C@@H]1CN(C)C(=O)Nc1ccc(C(F)(F)F)cc1	-14
4	CC(C)=CCC/C(C)=C/CCC1(C)Oc2c(c(O)cc3c2CN(C(CCC(=O)O)C(=O)O)C3=O)CC1O (stereo unspecified)	5
5	CC(C)C(NS(=O)(=O)c1ccc(-c2ccc(Br)cc2)cc1)C(=O)O (stereo unspecified)	0
6	Cc1ccc(S(=O)(=O)N(C)C[C@H]2Oc3ncc(Br)cc3C(=O)N([C@H](C)CO)C[C@H]2C)cc1	-5
7	C[C@@H]1CN([C@H](C)CO)C(=O)c2cc(NC(=O)CCCN(C)C)ccc2O[C@@H]1CN(C)C(=O)Nc1ccccc1	7
8	C[C@H]1CN([C@@H](C)CO)C(=O)c2cccc(NS(=O)(=O)c3cn(C)cn3)c2O[C@H]1CN(C)Cc1ccc(Cl)c(Cl)c1	-3
9	Cc1noc(C)c1NC(=O)N(C)C[C@@H]1OCCCC[C@H](C)Oc2ccc(NC(=O)Cc3ccccc3)cc2C(=O)N([C@H](C)CO)C[C@@H]1C	0
10	CCOC(=O)Oc1c(OC)cc(C(=O)O[C@@H]2C[C@@H]3CN4CCc5c([nH]c6cc(OC)ccc56)[C@H]4C[C@@H]3[C@H](C(=O)OC)[C@H]2OC)cc1OC	5
11	COc1ccc(-c2cnc3c(c2)C(=O)N([C@@H](C)CO)C[C@@H](C)[C@@H](CN(C)C(=O)Cc2cccnc2)O3)cc1	0
12	C[C@H](CO)N1C[C@H](C)[C@@H](CN(C)Cc2ccc(Cl)c(Cl)c2)Oc2ccc(NC(=O)CCCN(C)C)cc2CC1=O	19
13	Cc1cc(Oc2nc3cc(Cl)ccc3s2)c2cc(Cl)ccc2n1	-1
14	C[C@@H]1CN([C@H](C)CO)C(=O)c2cc(NC(=O)CCN3CCOCC3)ccc2O[C@@H]1CN(C)C(=O)Nc1ccccc1	-3
15	C[C@@H]1C=C(C(=O)N2CCCCCCC2)O[C@H](OCc2ccc(CO)cc2)C1	5
16	CC(C)NC(=O)Nc1ccc2c(c1)C(=O)N([C@@H](C)CO)C[C@@H](C)[C@H](CN(C)C(=O)Cc1ccccc1)OCCCC[C@H](C)O2	2
17	COc1ccccc1-c1cnc2c(c1)C(=O)N([C@@H](C)CO)C[C@@H](C)[C@@H](CN(C)Cc1cccc(F)c1)O2	0
18	C[C@@H]1CN([C@@H](C)CO)C(=O)c2cc(-c3cncnc3)cnc2O[C@H]1CN(C)C(=O)Cc1ccccn1	3
19	CC(C)C#Cc1ccc2c(c1)O[C@H](CN(C)C(=O)CN(C)C)[C@@H](C)CN([C@H](C)CO)S2(=O)=O	1
20	C[C@H](CO)N1C[C@H](C)[C@H](CN(C)C(=O)Nc2ccc(F)cc2)Oc2cc(-c3ccc(F)cc3)ccc2S1(=O)=O	-6
21	C[C@@H]1CN([C@H](C)CO)C(=O)c2cc(NC(=O)CCCN(C)C)ccc2O[C@@H]1CN(C)C(=O)Nc1cccc2ccccc12	-39
22	CN1CCN(C(=O)C[C@H]2CC[C@H](NS(=O)(=O)c3cccc(F)c3)[C@@H](CO)O2)CC1	0
23	CCCN(C)C[C@@H]1Oc2ncc(-c3cccc(C(=O)N(C)C)c3)cc2C(=O)N([C@@H](C)CO)C[C@@H]1C	-4
24	CCCC(O)/C(=C/C1=C(C(=O)CC(CC(=O)O)OC(N)=O)C(=O)c2cccc(O)c2C1=O)CC(C(=O)O)[N+](C)(C)C (stereo unspecified)	-3
25	Cc1noc(C)c1S(=O)(=O)N(C)C[C@@H]1OCCCC[C@H](C)Oc2ccc(NC(=O)NC(C)C)cc2C(=O)N([C@H](C)CO)C[C@H]1C	-7
26	O=C(CCCCCC(=O)Nc1ccccc1O)N/N=C/c1cccc(O)c1	-2
27	NC(=O)C1CCCN(/[N+]([O-])=N/OCCBr)C1 (stereo unspecified)	-4
28	COc1ccc2cc([C@H](C)C(=O)O)ccc2c1	-3
29	CCCNC(=O)N(C)C[C@H]1Oc2cc(C#CCC(C)C)ccc2S(=O)(=O)N([C@@H](C)CO)C[C@H]1C	-4
30	CC(C)NC(=O)N(C)C[C@@H]1Oc2ccc(NS(=O)(=O)c3cn(C)cn3)cc2CC(=O)N([C@H](C)CO)C[C@H]1C	-2
31	CC(=O)N(C)C[C@H]1Oc2cc(C#C[C@@H](C)O)ccc2S(=O)(=O)N([C@H](C)CO)C[C@H]1C	?
32	C[C@@H]1CN([C@H](C)CO)C(=O)c2cc(NC(=O)C3CCCCC3)ccc2O[C@H]1CN(C)Cc1ccccc1	5
33	Cc1noc(C)c1S(=O)(=O)Nc1cccc2c1O[C@@H](CN(C)S(=O)(=O)c1ccc(F)cc1)[C@@H](C)CN([C@@H](C)CO)C2=O	-2
34	C[C@H](CO)N1C[C@H](C)[C@H](CN(C)S(=O)(=O)c2ccc(C#N)cc2)OCc2cnnn2CCCC1=O	8
35	C=CCN1Cc2ccccc2[C@@H]2OC(c3ccc(OCCCO)cc3)=N[C@]2(CCC(=O)OC(C)(C)C)C1=O	-2
36	O=C(N/N=C/c1ccc(O)c(F)c1)c1ccccn1	-3
37	COc1ccc(-c2cnc3c(c2)C(=O)N([C@H](C)CO)C[C@H](C)[C@@H](CN(C)C(=O)NC2CCCC2)O3)cc1	-6
38	C[C@@H]1CN([C@@H](C)CO)C(=O)c2cc(NS(C)(=O)=O)ccc2O[C@@H]1CN(C)C(=O)Nc1ccc(C(F)(F)F)cc1	3
39	C[C@H](CO)N1C[C@H](C)[C@@H](CN(C)C(=O)Nc2ccccc2)Oc2ccc(NS(C)(=O)=O)cc2C1=O	-4
40	COc1ccc(NC(=O)N(C)C[C@@H]2Oc3ccc(NC(=O)c4ccncc4)cc3C(=O)N([C@H](C)CO)C[C@H]2C)cc1	2
41	C[C@H]1CN([C@@H](C)CO)C(=O)c2cc(-c3cccnc3)cnc2O[C@@H]1CN(C)S(C)(=O)=O	-6
42	O=C(C[C@H]1C[C@H]2c3cc(NC(=O)Nc4ccc(F)cc4)ccc3O[C@H]2[C@H](CO)O1)NCC1CC1	5
43	C[C@@H]1CN([C@H](C)CO)C(=O)CCCn2nncc2CO[C@@H]1CN(C)C(=O)Nc1cccc(F)c1	-2
44	C[C@@H]1CN([C@@H](C)CO)C(=O)Cc2cc(N(C)C)ccc2O[C@@H]1CN(C)S(=O)(=O)c1ccccc1	-2
45	O=C1O[C@H](c2ccccc2)[C@H](c2ccccc2)N2[C@H]1[C@@H](C(=O)N1CCN(c3ncccn3)CC1)[C@]1(C(=O)Nc3ccccc31)[C@H]2c1ccc(OCCO)cc1	2
46	CC(/C=C/C(=O)NO)=C\c1ccccc1OCc1cn(C[C@@H]2CCCN2S(=O)(=O)c2ccc(C)cc2)nn1	11
47	Cc1noc(C)c1NC(=O)Nc1cccc2c1O[C@@H](CN(C)Cc1ccc(-c3ccccc3)cc1)[C@H](C)CN([C@@H](C)CO)C2=O	-2
48	C=CC[C@@]1(C(=O)N2CCOCC2)N=C(c2ccc(OCCCO)cc2)O[C@@H]1c1ccccc1	2
49	CC(C)C#Cc1cnc2c(c1)C(=O)N([C@H](C)CO)C[C@@H](C)[C@@H](CN(C)C(=O)CCN1CCCCC1)O2	34
50	Cc1ccc(S(=O)(=O)N(C)C[C@H]2Oc3ccc(NS(=O)(=O)c4ccc(F)cc4)cc3CC(=O)N([C@H](C)CO)C[C@@H]2C)cc1	11
51	C[C@@H]1CN([C@H](C)CO)C(=O)c2cccc(NC(=O)C3CCOCC3)c2O[C@H]1CN(C)C(=O)Nc1ccc(F)cc1	-1
52	C[C@H]1CN([C@@H](C)CO)S(=O)(=O)c2ccc(-c3cncnc3)cc2O[C@@H]1CN(C)C(=O)NC1CCCC1	1
53	O=C(C[C@@H]1C[C@H]2c3cc(NC(=O)C4CCC4)ccc3O[C@H]2[C@H](CO)O1)NCCc1ccccc1	-1
54	COc1ccc(NC(=O)Nc2ccc3c(c2)C(=O)N([C@@H](C)CO)C[C@@H](C)[C@@H](CN(C)S(=O)(=O)c2cn(C)cn2)OCCCC[C@@H](C)O3)cc1	0
55	CCCn1c(=O)cc(N)n(-c2ccc(Cl)cc2)c1=O	3
56	COCCOC(=O)N1C(=O)[C@@]2(c3ccccc31)[C@H](c1ccc(O)cc1)N1[C@H](c3ccccc3)[C@H](c3ccccc3)OC(=O)[C@H]1[C@@H]2C(N)=O	-6
57	O=C(Nc1ccc2c(c1)[C@@H]1C[C@H](CC(=O)N3CCc4ccccc4C3)O[C@H](CO)[C@@H]1O2)c1ccc2c(c1)OCO2	-4
58	CC(=O)O[C@@H]1[C@@H](O)[C@H](C)O[C@@H](O[C@H]2[C@@H]3C=CO[C@@H](O[C@@H]4O[C@H](CO)[C@@H](O)[C@H](O)[C@H]4O)[C@@H]3[C@@]3(CO)O[C@@H]23)[C@@H]1OC(=O)/C=C/c1ccccc1	4
59	Cc1nc(C)c(Oc2ccc(Cl)cc2Cl)c(N2CCCCC2)n1	-2
60	Cc1noc(C)c1S(=O)(=O)Nc1cccc2c1O[C@H](CN(C)C(=O)NC1CCCCC1)[C@H](C)CN([C@@H](C)CO)C2=O	1

The list goes on.
cpd	SMILES	NSD2 inh
61	COCC#Cc1ccc2c(c1)O[C@H](CN(C)S(=O)(=O)c1ccc(C)cc1)[C@H](C)CN([C@H](C)CO)S2(=O)=O	3
62	C[C@H](CO)N1C[C@H](C)[C@@H](CN(C)C(=O)CC2CC2)Oc2cc(C#C[C@@H](C)O)ccc2S1(=O)=O	1
63	C[C@H]1CN([C@@H](C)CO)C(=O)Cc2cc(NC(=O)C3CCCCC3)ccc2O[C@H]1CN(C)Cc1ccc(C(F)(F)F)cc1	-2
64	COc1ccc(S(=O)(=O)N(C)C[C@H]2Oc3ccc(NC(=O)CCCCCC(=O)Nc4ccccc4N)cc3C(=O)N([C@@H](C)CO)C[C@H]2C)cc1	-3
65	C[C@@H]1CCCCO[C@@H](CN(C)C(=O)Nc2ccc(C(F)(F)F)cc2)[C@@H](C)CN([C@H](C)CO)C(=O)c2cc(NC(=O)NC3CCCCC3)ccc2O1	-6
66	C[C@@H]1CCCCO[C@H](CN(C)C(=O)Cc2ccccc2)[C@@H](C)CN([C@H](C)CO)C(=O)c2cc(NC(=O)c3ccncc3)ccc2O1	3
67	C[C@H](CO)N1C[C@H](C)[C@H](CN(C)C(=O)Nc2ccc3c(c2)OCO3)Oc2ccc(NS(C)(=O)=O)cc2C1=O	-5
68	C[C@H]1CN([C@@H](C)CO)C(=O)c2cccc(NS(=O)(=O)c3cccs3)c2O[C@@H]1CN(C)Cc1ccc(C(F)(F)F)cc1	6
69	C[C@H]1CN([C@@H](C)CO)C(=O)c2cc(NC(=O)NC3CCCCC3)ccc2O[C@H]1CN(C)Cc1ccccc1	-1
70	NCCNS(=O)(=O)c1cccc2c(Cl)cccc12	2
71	CNC[C@H]1OCCCC[C@@H](C)Oc2ccc(NC(=O)CCC(F)(F)F)cc2C(=O)N([C@H](C)CO)C[C@@H]1C	0
72	Cc1ccc(-c2csc3ncnc(SCC(=O)Nc4ccccc4C(C)C)c23)cc1	0
73	C[C@@H]1CN([C@H](C)CO)C(=O)c2cc(NC(=O)Cc3ccccc3)ccc2O[C@@H]1CN(C)C(=O)Nc1ccccc1	3
74	CSc1nnc(CNC(=O)OC(C)(C)C)n1C	2
75	C[C@H]1CN([C@@H](C)CO)C(=O)c2cc(-c3ccc(F)cc3)cnc2O[C@H]1CN(C)Cc1ccc(C(=O)O)cc1	6
76	COc1ccc(S(=O)(=O)N(C)C[C@@H]2Oc3c(NC(=O)Nc4ccccc4)cccc3C(=O)N([C@@H](C)CO)C[C@@H]2C)cc1	-4
77	C[C@@H]1CN([C@H](C)CO)C(=O)c2cc(NS(C)(=O)=O)ccc2O[C@@H](C)CCCCO[C@H]1CN(C)C(=O)Nc1ccccc1	2
78	C[C@@H]1CN([C@H](C)CO)C(=O)c2cc(C#CC3CC3)cnc2O[C@@H]1CN(C)S(=O)(=O)c1cccc(F)c1	-4
79	O=C(CSc1nnc(-c2ccccc2)n1C1CCCCC1)Nc1ccccc1	-1
80	N#C/C(=C(/N)Sc1ccc(N)cc1)c1ccccc1C(F)(F)F	-2
81	CCC(=O)N(C)C[C@@H]1Oc2cc(C#CC(C)C)ccc2S(=O)(=O)N([C@H](C)CO)C[C@@H]1C	0
82	Cc1nn(Cc2ccc(C(=O)NC3CCCCC3)o2)c(C)c1Br	3
83	Cc1noc(C)c1S(=O)(=O)Nc1ccc2c(c1)CC(=O)N([C@H](C)CO)C[C@H](C)[C@@H](CN(C)Cc1ccc(C(=O)Nc3ccccc3N)cc1)O2	-1

As a short view, some entries already given:
cpd	SMILES	NSD2 inh
81	CCC(=O)N(C)C[C@@H]1Oc2cc(C#CC(C)C)ccc2S(=O)(=O)N([C@H](C)CO)C[C@@H]1C	0
82	Cc1nn(Cc2ccc(C(=O)NC3CCCCC3)o2)c(C)c1Br	3
83	Cc1noc(C)c1S(=O)(=O)Nc1ccc2c(c1)CC(=O)N([C@H](C)CO)C[C@H](C)[C@@H](CN(C)Cc1ccc(C(=O)Nc3ccccc3N)cc1)O2	-1

An excerpt of these results, with values ahead of the structure:
item	NSD2 inh	molecule
75	6	C[C@H]1CN([C@@H](C)CO)C(=O)c2cc(-c3ccc(F)cc3)cnc2O[C@H]1CN(C)Cc1ccc(C(=O)O)cc1
76	-4	COc1ccc(S(=O)(=O)N(C)C[C@@H]2Oc3c(NC(=O)Nc4ccccc4)cccc3C(=O)N([C@@H](C)CO)C[C@@H]2C)cc1
77	2	C[C@@H]1CN([C@H](C)CO)C(=O)c2cc(NS(C)(=O)=O)ccc2O[C@@H](C)CCCCO[C@H]1CN(C)C(=O)Nc1ccccc1
78	-4	C[C@@H]1CN([C@H](C)CO)C(=O)c2cc(C#CC3CC3)cnc2O[C@@H]1CN(C)S(=O)(=O)c1cccc(F)c1
